PPARg SRC-1 ag – promotes SRC-1 coactivator recruitment by human PPARgamma. PPARgamma-SRC-1 coactivator recruitment biochemical assay. hit rate 0.41% among 200,000. activation, % at 8 µM; in the data active = activation above about 19%;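 note: 0% = DMSO and 100% = reference agonist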
Target sequence (P37231 whole entry, looked up): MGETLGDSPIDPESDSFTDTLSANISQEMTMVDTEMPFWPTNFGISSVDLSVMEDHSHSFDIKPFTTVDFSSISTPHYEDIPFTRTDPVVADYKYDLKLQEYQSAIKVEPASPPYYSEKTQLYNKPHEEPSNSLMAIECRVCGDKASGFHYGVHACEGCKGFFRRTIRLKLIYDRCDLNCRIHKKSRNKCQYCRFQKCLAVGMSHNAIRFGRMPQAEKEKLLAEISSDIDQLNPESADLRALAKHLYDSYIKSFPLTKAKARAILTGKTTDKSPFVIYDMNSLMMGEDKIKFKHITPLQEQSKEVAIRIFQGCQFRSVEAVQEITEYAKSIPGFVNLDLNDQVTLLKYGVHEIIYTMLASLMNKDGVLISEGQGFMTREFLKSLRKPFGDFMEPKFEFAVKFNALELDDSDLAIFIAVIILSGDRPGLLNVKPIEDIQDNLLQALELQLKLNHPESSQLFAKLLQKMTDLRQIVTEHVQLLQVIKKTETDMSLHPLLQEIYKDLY
ROMK primary – human ROMK K+ channel modulation, primary screen. B-score at 10 µM. hit rate 2% among 130,000. AID 1918. Tet-inducible ROMK, thallium flux fluorescence; actives lie on both sides;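 active = signal ratio slope over the read window, or its plate-corrected B-score, at least 3 SD from the plate mean, either direction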;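 note: B-score of the F/F0 ratio slope over 7 to 12 s after thallium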
Target sequence (P48048 whole entry, looked up): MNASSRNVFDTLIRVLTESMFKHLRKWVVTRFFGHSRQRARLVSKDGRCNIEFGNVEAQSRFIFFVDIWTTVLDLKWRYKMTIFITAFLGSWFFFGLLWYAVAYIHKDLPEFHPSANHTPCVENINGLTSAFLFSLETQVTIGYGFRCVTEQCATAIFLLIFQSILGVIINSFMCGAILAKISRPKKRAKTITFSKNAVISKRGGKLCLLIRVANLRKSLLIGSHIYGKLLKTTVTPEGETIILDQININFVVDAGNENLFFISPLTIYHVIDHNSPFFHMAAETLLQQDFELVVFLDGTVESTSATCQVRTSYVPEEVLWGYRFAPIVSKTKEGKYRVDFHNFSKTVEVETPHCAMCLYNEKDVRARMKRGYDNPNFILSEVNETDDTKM
STAT3 blocker – reduces IL-6 driven STAT3 reporter signal | U3A cells, IL-6 STAT3-luciferase reporter, luminescence; host cell line lacks STAT1 | inhibition, % at 5.5 µM | hit rate 0.89% among 190,000 | AID 862;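 active = inhibition above the mean inhibition across all screened compounds plus 3 SD, cut at about 44% in these data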;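 note: 0% = DMSO only wells and 100% = 100 µM nifuroxazide control wells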
TNAP act hiacc – increases human TNAP activity under high phosphate acceptor concentration | P05186 | purified TNAP, CDP-star luminescence, 1 M DEA, 30 min; hits give high values; 0 = EDTA background, 1 = DMSO-only activity | activation factor at 20 µM | 200,000 tested, under 10 active | AID 1136;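 active = activation factor at least 2 at 20 µM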
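Control set: EDTA negative control, DMSO positive control / Assay system: human TNAP / Quantity: TNAP 1/800 final / Evaluation: TNAP activation factor scaled between EDTA and DMSO control wells / Measured by: luminescent substrate turnover signal / Compound dosing: one dose, 20 µM / Times: 30 min enzyme reaction at room temperature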
SRC2 TRFRET art – counter-screen for PPARgamma SRC-2 recruitment agonists: TR-FRET artefact; hits give high values; hit rate 0.4% among 200,000; TR-FRET ratio at 8 µM; in the data active = TR-FRET ratio above about 2000; note: inactives centre near 1500
STAT1 inh – inhibitors of IFN-gamma induced STAT1 signaling; NIH 3T3 STAT1-luciferase reporter, luminescence; inhibition, % at 5.5 µM; hit rate 0.35% among 200,000; AID 920;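 active = inhibition above a set limit, the mean inhibition across all tested compounds plus 3 SD, cut at about 34% in these data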;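 note: 0% = IFN-gamma with DMSO and 100% = IFN-gamma with 300 µM nifuroxazide; values of inactives mirror those of a sister screen read the other way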
STAT3 activator – activators of IL-6 induced STAT3 signaling; U3A cells, IL-6 STAT3-luciferase reporter, luminescence; 100% = signal with IL-6 EC80 alone; activation (% of control), % at 5.6 µM; hit rate 0.91% among 190,000; AID 871;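 active = activation above the screen-wide mean of compound activation plus 3 SD, cut at about 130% in these data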;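 note: 0% = background luminescence of wells with medium and substrate only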
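Material: human U3A cells carrying STAT3-luciferase construct. Measured by: reporter luminescence signal. Timing: compound 1 h, then IL-6 6 h at 37 °C.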
bIAP inhibitor – blocks bovine intestinal alkaline phosphatase activity | 190,000 tested, under 10 active | inhibition, % at 20 µM | purified bovine IAP, CDP-star luminescence, 30 min;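 active = over 50% inhibition of intestinal alkaline phosphatase at 20 µM in the single-dose screen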
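Incubation: 30 min reaction at room temperature / Material: purified bovine intestinal alkaline phosphatase (IAP) enzyme / Input: enzyme at 1/65,000,000 dilution / Dosing: 20 µM single dose / Signal: CDP-star luminescence signal / Reagent: CDP-star chemiluminescent phosphatase substrate, 30 µM final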
bIAP act – intestinal alkaline phosphatase (bovine) activation | purified bovine IAP, CDP-star luminescence, 30 min; hits give high values; fold of DMSO-control signal, blank-subtracted | activation factor at 20 µM | hit rate 0.17% among 200,000;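 active = activation factor of 2 or more at 20 µM, a signal rise over negative controls twice the positive control's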
PPARg SRC-2 ag – PPARgamma-driven SRC-2 recruitment agonism | P37231 | PPARgamma LBD-SRC-2 recruitment, biochemical | activation, % at 8 µM | hit rate 0.34% among 200,000; in the data active = activation above about 22%;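 note: 0% = vehicle and 100% = reference agonist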
PPARg SRC3 recr – promotes SRC-3 coactivator recruitment by human PPARgamma | P37231 | biochemical PPARgamma/SRC-3 coactivator recruitment assay | activation, % at 8 µM | hit rate 0.26% among 200,000; in the data active = activation above about 23%;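 note: 0% = DMSO and 100% = reference agonist; some compounds past the cut are filed as inactive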
* = called active by the depositor; x = no result given.

SMILES	PPARg SRC-1 ag	ROMK primary	STAT3 blocker	TNAP act hiacc	SRC2 TRFRET art	STAT1 inh	STAT3 activator	bIAP inhibitor	bIAP act	PPARg SRC-2 ag	PPARg SRC3 recr
CCCCCSc1nnc(-c2cc(Br)ccc2N)c(=O)[nH]1	0	-2.1	-4	1.1	1345	-2	106	8	0.9	1	2
COC(=O)CN(C(=S)Nc1ccccc1)C1CC(=O)N(c2ccc(OC)cc2)C1=O (centres undefined)	-5	x	8	1	1600	0	102	-3	1	3	-9
FC(F)(F)c1cc(-c2cccs2)nc(-n2cc(Cl)cn2)n1	7	2.5	20	1	1656	5	87	14	0.9	4	11
Cc1nc2ccc(NC(=S)N3CCC(C)CC3)cc2nc1C	4	-1.2	26	1	1765	-20	86	-29	1.3	2	7
CCOc1ccc(-c2csc(Cn3c(CN4CCN(C)CC4)nc4ccccc4c3=O)n2)cc1	2	x	2	1	1596	30	98	2	1	8	5
Cc1cc2ccccc2n2c(SCC(=O)Nc3ccc(S(=O)(=O)N4CCC(C)CC4)cc3)nnc12	-6	x	6	1	1411	4	95	17	0.8	0	1
Cc1ccc2c(c1)c1c(n2CC(O)Cn2nc(C)c(Br)c2C)C(=O)CCC1 (centres undefined)	1	x	4	1	1552	12	96	-9	1.1	9	10
S=C(NCC1CCCO1)N1CCN(c2ccc(Cl)c(Cl)c2)CC1 (centres undefined)	-4	-0.96	40	1	1592	22	71	0	1	-3	5
Cc1ccc(N(C(=O)Cn2nnc3ccccc32)C(C(=O)NCc2ccco2)c2cccnc2)cc1 (centres undefined)	1	x	7	1	1710	-6	99	-3	1	4	8
CCOC(=O)N1CCN(C(=S)Nc2cc(S(=O)(=O)N3CCOCC3)ccc2Cl)CC1	0	-0.47	7	1.1	1682	10	96	4	1	2	-1
CC(CCc1ccccc1)N1CCN(Cc2ccccc2)CC1 (centres undefined)	4	x	-4	1	1623	0	102	16	0.8	-6	0
CCc1sc(C(=O)NCCc2ccc(S(N)(=O)=O)cc2)cc1Br	1	-0.06	8	1	1422	-3	95	18	0.8	7	-3
O=C(Cn1nnc2ccccc21)N/N=C\C=C\c1ccccc1	14	x	2	1.1	1612	2	98	0	1	10	7
CCCCN1C(=O)C(O)=C(C(C)=O)C1c1ccc(OC)cc1OC (centres undefined)	15	-0.017	-5	1	1727	4	107	9	0.9	9	9
CCOC(=O)c1cnc2c(C)cccc2c1NCc1ccco1	9	-1.3	19	1	1713	1	84	-1	1	6	4
COc1cccc(-n2c(SCC(N)=O)nc3ccccc3c2=O)c1	-4	0.024	7	1	1481	8	101	-11	1.1	4	2
CCn1nnc(NC(=O)c2c(OC)cccc2OC)n1	-2	x	-2	1	1436	-3	103	6	0.9	0	-5
O=C(c1cccc(S(=O)(=O)NCc2ccccc2)c1)N1CCN(Cc2ccccc2)CC1	5	-0.65	2	1	1339	-4	103	6	0.9	0	-2
C[C@H](N)c1nnc(SCC(=O)N(C)C)o1	0	x	11	1	1678	1	98	9	0.9	-1	7
N#Cc1nc(-c2ccccc2Cl)oc1N1CCCCC1	6	-0.73	-5	1.1	1607	-16	106	21	0.8	2	-3
CCCC1(CCC)NC(=O)N(CC(=O)Nc2cccc(OC)c2)C1=O	0	x	5	1	1582	13	101	9	0.9	10	-2
Fc1ccc(-c2n[nH]c(=S)c3ccccc23)cc1	10	x	8	1	1716	-2	95	11	0.9	4	6
CCOC(=O)c1cc(NC(=O)c2c(C)noc2C)cc(C(=O)OCC)c1	-2	x	-5	1.1	1583	2	104	2	1	-2	-8
COc1cc(NC(=O)c2ccccc2[N+](=O)[O-])ccc1NC(=O)C(C)C	4	x	16	1	1831	6	84	10	0.9	10	7
COc1cccc(NC(=O)N2CCCC2C(=O)NC(C)C)c1 (centres undefined)	12	x	4	1	1640	9	102	10	0.9	13	8

Whole records as entered above:
Cc1ccc(N(C(=O)Cn2nnc3ccccc32)C(C(=O)NCc2ccco2)c2cccnc2)cc1 (centres undefined) reads PPARg SRC-1 ag: 1; ROMK primary: x; STAT3 blocker: 7; TNAP act hiacc: 1; SRC2 TRFRET art: 1710; STAT1 inh: -6; STAT3 activator: 99; bIAP inhibitor: -3; bIAP act: 1; PPARg SRC-2 ag: 4; PPARg SRC3 recr: 8
Cc1ccc2c(c1)c1c(n2CC(O)Cn2nc(C)c(Br)c2C)C(=O)CCC1 (centres undefined) reads PPARg SRC-1 ag: 1; ROMK primary: x; STAT3 blocker: 4; TNAP act hiacc: 1; SRC2 TRFRET art: 1552; STAT1 inh: 12; STAT3 activator: 96; bIAP inhibitor: -9; bIAP act: 1.1; PPARg SRC-2 ag: 9; PPARg SRC3 recr: 10

Arranged by the number under ROMK primary (highest first): some entries from above.
SMILES	ROMK primary
FC(F)(F)c1cc(-c2cccs2)nc(-n2cc(Cl)cn2)n1	2.5
COc1cccc(-n2c(SCC(N)=O)nc3ccccc3c2=O)c1	0.024
S=C(NCC1CCCO1)N1CCN(c2ccc(Cl)c(Cl)c2)CC1 (centres undefined)	-0.96

More structures
SMILES	PPARg SRC-1 ag	ROMK primary	STAT3 blocker	TNAP act hiacc	SRC2 TRFRET art	STAT1 inh	STAT3 activator	bIAP inhibitor	bIAP act	PPARg SRC-2 ag	PPARg SRC3 recr
Clc1ccccc1CNc1ncnc2nc[nH]c12	3	x	13	1	1599	4	89	-30	1.3	12	1
CCc1ccc(-n2c(C)cc(/C=N/NC(=O)OC)c2C)cc1	-1	-0.29	12	1	1608	12	88	17	0.8	3	0
O=C(CSc1ncnc2sc(-c3ccccc3)cc12)NC1CCS(=O)(=O)C1 (centres undefined)	5	-1	10	1	1630	9	94	-10	1.1	-4	-3
Cc1noc2ncnc(Sc3ccc(Cl)cc3)c12	-3	-0.0081	-10	1.1	1461	-8	108	7	0.9	-4	6
O=C(CSc1ncccn1)NN=C1CCCCCCC1	2	0.89	-6	1.1	1365	-10	104	4	1	-1	-4
CCSC1=C(C#N)C(c2ccc(C)s2)CC(=O)N1 (centres undefined)	3	-0.038	3	1.1	1691	-1	104	7	0.9	12	8
Cn1cccc1CC(=O)NNC(=S)Nc1ccc(Cl)cc1	-1	0.89	-6	1	1668	-3	109	-4	1	3	1
COc1cccc(-c2noc(-c3ccc4c(c3)OCO4)n2)c1	-1	0.039	72*	1.1	1771	41*	42	32	0.7	5	4
S=C(NCc1ccco1)N1CCN(c2nc(-c3ccc(Cl)cc3)cs2)CC1	7	x	7	1	1671	11	96	9	0.9	7	0
COC(=O)C1=C(C)N(Cc2ccco2)C(=O)C1	4	x	14	1	1512	0	91	-4	1	0	12
O=C(Cc1ccccc1Cl)N1CCN(c2ccccn2)CC1	-1	-4.7*	5	1.1	1332	1	100	-2	1	0	-4
CN(C)/C=C(\c1cnc(Cl)s1)S(=O)(=O)c1ccccc1	3	0.12	-6	1.1	1502	1	111	2	1	4	-2
Cc1ccc(C(C(=O)NC2CCCC2)N(Cc2ccc(F)cc2)C(=O)c2csnn2)o1 (centres undefined)	2	x	3	1	1508	4	103	0	1	10	2
O=C(Nc1ncc(Cc2cccc(Cl)c2Cl)s1)c1ccc([N+](=O)[O-])cc1	-2	x	6	0.9	1544	0	96	3	1	4	2
CCSc1nnc2nc3[nH]c4c(C)cccc4c3nn12	-9	2.6	-9	0.9	1467	-57	120	11	0.9	1	4
CCCCOc1ccc(-c2c(C#N)c(N)nc(SCC(N)=O)c2C#N)cc1	5	-0.36	-2	0.9	1591	2	105	4	1	2	1
CCCc1cc(=O)n2[nH]c(NCc3ccc(OC)cc3)nc2n1	-2	0.5	0	1	1688	9	105	-5	1.1	1	0
O=C(/C(=C/O)N=Nc1ccccc1Cl)c1ccccc1	5	1.6	6	0.9	1481	-9	97	-3	1	4	1
Cc1c(CCOC(=O)C23CC4(C)CC(C)(CC(C)(C4)C2)C3)sc[n+]1CC(=O)c1ccccc1	-2	-1.5	-4	0.8	1419	8	110	23	0.8	7	4
N#Cc1cc2c(=O)n3ccccc3nc2n(-c2ccccc2Cl)c1=O	-6	-0.28	4	1	1400	8	108	-9	1.1	-8	-1
COCCn1c(C)cc(C(=O)COc2ccc(C)nc2[N+](=O)[O-])c1C	2	0.33	32	0.9	1541	36*	76	-10	1.1	-6	0
CN(/N=C/c1cccnc1)c1cnc2ccccc2n1	0	-0.32	-60	1.1	1308	-80	152*	-4	1	-5	-2
Cn1c(N)c(C(=O)COC(=O)C2(c3ccccc3F)CCCC2)c(=O)n(C)c1=O	6	0.23	8	1.1	1456	-1	98	-6	1.1	-1	-4
COc1cc(C(=O)Nc2ccc(Br)cc2C(=O)c2cc(OC)c(OC)c(OC)c2)cc(OC)c1OC	-3	x	11	1	1384	-1	97	2	1	2	8
Cc1cccc2cc(CN(Cc3ccccc3)C(=S)NCCCN(C)C)c(=O)[nH]c12	-14	-3.7	3	1.1	1234	-8	101	1	1	-4	-1

(list continues)
SMILES	PPARg SRC-1 ag	ROMK primary	STAT3 blocker	TNAP act hiacc	SRC2 TRFRET art	STAT1 inh	STAT3 activator	bIAP inhibitor	bIAP act	PPARg SRC-2 ag	PPARg SRC3 recr
CCN1CCN(c2ccc(NC(=O)c3ccc4c(c3)[nH]c(=O)n4Cc3ccc(F)cc3)cc2)CC1	0	-0.21	6	1.1	1501	8	98	-14	1.1	-5	5
O=C(NCCO)c1cc2c(s1)CCC2	7	x	2	1.1	1631	-5	101	-6	1.1	2	4
Oc1oc(-c2ccccc2)nc1/C=N/c1nccs1	3	x	21	0.9	1584	-15	84	4	1	0	0
Cc1ccc(CN2CCNC(=O)C2CC(=O)NCCCn2cccn2)o1 (centres undefined)	4	0.8	6	1	1274	0	99	3	1	-2	7
O=C(c1ccc(CS(=O)(=O)c2ccc(Br)cc2)o1)N1CCCCCC1	-6	x	3	1.1	1502	10	105	-3	1	1	5
O=C(Nc1ccc2c(c1)OCO2)c1cccs1	-5	x	-11	1.1	1321	-28	112	5	1	-8	7
Cc1ccc(SC(C)C(=O)N2CCC(C(N)=O)CC2)cc1 (centres undefined)	-6	0.81	2	1	1413	-1	101	6	0.9	-2	1
CCOC(=O)N1CCC(NC(=O)c2ccc3c(c2)N(C)CCS3)CC1	2	x	12	1	1648	3	92	-9	1.1	20	2
CCCC(=O)Nc1ccc(C(=O)NNC(=S)NC(=O)c2ccc(Br)o2)cc1	1	-0.76	4	1.1	1506	-8	101	-26	1.3	7	3
COc1ccc2nc(/N=C/c3c(C)[nH]n(-c4ccc(C)cc4C)c3=O)sc2c1	-1	x	-29	1	1477	-10	127	25	0.8	-10	-2
CCOC(=O)c1ccc(CNC(=O)CSc2nnnn2-c2ccc(Cl)cc2)o1	-5	-0.85	6	1	1249	6	98	5	1	-1	1
COC(=O)c1ccc(OC)cc1OCC(=O)N1CCN(c2ccc(F)cc2)CC1	6	x	7	1	1699	8	99	6	0.9	4	3
COc1ccccc1S(=O)(=O)n1cc(Cc2ccccc2)c(N)n1	10	0.015	4	1	1481	-2	97	-4	1	6	-10
Cc1cc(NC(=O)CCSc2nc(-c3ccco3)cc(C(F)(F)F)n2)n(-c2ccccc2)n1	9	x	-34	1	1529	0	130	12	0.9	5	3

Compound activity as filed in PubChem BioAssay.

An unsorted share of the library; about 3.7% have a hit in one of these screens.
